Screens deposited in PubChem by National Center for Advancing Translational Sciences (NCATS).
Pin1 inh = qHTS Assay to Find Inhibitors of Pin1 | Pin1 FP peptide displacement, HiFluor488, 10 min | Potency, µM (highest dose often 115 µM), for the others: top-dose activity, negative = inhibition, most hits filed as inhibitors | 390,000 tested, 0.009% active | Peptidyl-prolyl cis-trans isomerase NIMA-interacting 1 (Homo sapiens), Q13526 | AID 504891, 2011; active means well fitted inhibition curve with a large enough effect in the polarisation, with a control signal flat, not every such curve was filed as active; inconclusive means small, poorly fitted or top-dose-only effect, or effect the other way, or a change in a side signal; inactive means no such curve, though single readings can be large or run the other way; the % refers to the polarisation; further: potency means the concentration at half of the fitted maximal effect; on the % scale 0 is the no-effect control and ±100 the full control effect
Target sequence (Q13526 whole entry, looked up): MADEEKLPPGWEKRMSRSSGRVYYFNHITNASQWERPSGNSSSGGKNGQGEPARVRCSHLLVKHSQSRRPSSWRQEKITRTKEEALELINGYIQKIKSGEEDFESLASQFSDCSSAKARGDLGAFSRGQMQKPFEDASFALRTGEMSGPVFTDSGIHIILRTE
rTrxR1 inhibitor = qHTS Assay for Inhibitors of Mammalian Selenoprotein Thioredoxin Reductase 1 (TrxR1): qHTS | recombinant rTrxR1, NADPH fluorescence consumption, selenite substrate | Potency, µM (top dose mostly 114 µM), without a hit: at the top dose activity change, negative = inhibition, most hits filed as inhibitors | 390,000 tested, 1% active | AID 588453, 2011; further: potency means the concentration at half of the fitted maximal effect; on the % scale 0 is the no-effect control and ±100 the full control effect; nearly all actives have a fitted effect of over 65% in size
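Rat TrxR1 (90 nM in the dispensed reagent) was pre-reduced with 400 uM NADPH for 5 min at room temperature, then incubated with compound for 15 min. After 400 uM selenite was added, NADPH fluorescence (Ex 340/Em 450 nm) was followed for 8 min.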
HP1b chromo inh = HTS for Inhibitors of HP1-beta Chromodomain Interactions with Methylated Histone Tails | Potency, µM (top dose mostly 114 µM), for the others: at the top dose activity change, negative = inhibition, hits mostly inhibitors | Chromobox protein homolog 1 (Homo sapiens), P83916 | 390,000 tested, 0.56% active | AlphaScreen HP1-beta / biotin-H3K9me3 peptide binding; further: potency means the concentration at half of the fitted maximal effect; nearly all actives have a fitted effect of over 70% in size; inactives centre near 23
Target sequence (P83916 whole entry, looked up): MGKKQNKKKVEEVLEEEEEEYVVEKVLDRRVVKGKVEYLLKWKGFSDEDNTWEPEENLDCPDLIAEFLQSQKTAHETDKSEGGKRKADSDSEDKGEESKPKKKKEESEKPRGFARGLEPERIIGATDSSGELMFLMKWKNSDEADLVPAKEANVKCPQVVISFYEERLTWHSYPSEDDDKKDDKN
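Compound inhibition of the preformed complex between 50 nM HP1-beta and 50 nM biotinylated H3K9me3 peptide was read by AlphaScreen. Buffer was PBS pH 7.4 with 0.01% Tween-20. Incubations ran 30 min at room temperature, with 10 ug/mL donor/acceptor beads.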
PGK inhibitor = qHTS Assay to Find Inhibitors of Phosphoglycerate Kinase; Phosphoglycerate kinase, glycosomal (Trypanosoma brucei brucei), P07378; PGK/GAPDH coupled, Kinase-Glo luminescence, 60 min; Potency, µM (titrated, usually from 57.5 µM), for inactives: at the top dose activity change, negative = inhibition, usual class: inhibitors; 380,000 tested, 0.043% active; AID 602233, 2012; further: potency means the concentration at half of the fitted maximal effect; on the % scale 0 is the no-effect control and ±100 the full control effect; nearly all actives have a fitted effect of over 60% in size
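Recombinant glycosomal PGK reaction used 1,3-bisphosphoglycerate generated in-well by GAPDH (100nM final) in 100mM TEA pH 7.6, 5mM MgCl2, 0.01% Tween-20. After 60 minutes at room temperature, ATP was read by Kinase-Glo Plus luminescence end-point.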
IDH1 R132H inh = qHTS for Inhibitors of mutant isocitrate dehydrogenase 1 (IDH1): qHTS. Isocitrate dehydrogenase [NADP] cytoplasmic (Homo sapiens), O75874. IDH1-R132H enzyme, NADPH consumption, diaphorase/resazurin fluorescence. Potency, µM (highest dose often 76.6 µM), for the others: at the highest dose activity change, negative = inhibition, most hits filed as inhibitors. 390,000 tested, 0.093% active; further: potency means the concentration at half of the fitted maximal effect; on the % scale 0 is the no-effect control and ±100 the full control effect; nearly all actives have a fitted effect of over 65% in size
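IDH1-R132H (0.5 ug/mL dispensed) in pH 7.5 Tris buffer was preincubated 30 min with compound, then given a substrate mix of 0.016 mM NADPH and 2 mM alpha-KG for 80 min at room temperature; remaining NADPH was read by diaphorase/resazurin fluorescence.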
TrxR1 substrate = qHTS Assay for Substrates of Mammalian Selenoprotein Thioredoxin Reductase 1 (TrxR1): qHTS; 390,000 tested, 0.01% active; Potency, µM (titrated, usually from 114 µM), inactives show top-dose activity change, negative = substrate turnover; purified TrxR1 substrate turnover, NADPH consumption readout; Thioredoxin reductase 1, cytoplasmic (Rattus norvegicus), O89049; further: potency means the concentration at half of the fitted maximal effect; on the % scale 0 is the no-effect control and ±100 the full control effect; nearly all actives have a fitted effect of over 50% in size
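Rat TrxR1, dispensed at 90 nM, was prereduced with 400 uM NADPH (final) for 5 min at ~22 deg C, then incubated with compound 15 min before 400 uM selenite. A first-read NADPH fluorescence drop versus no-compound background flagged substrates.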
USP1 inh = Inhibitors of USP1/UAF1: Primary Screen; Ubiquitin carboxyl-terminal hydrolase 1 (Homo sapiens), O94782; recombinant USP1/UAF1, Ub-Rhodamine cleavage fluorescence; Potency, µM (highest dose often 57.1 µM), without a hit: at the highest dose activity change, negative = inhibition, most hits filed as inhibitors; 390,000 tested, 0.23% active; AID 743255, 2014; further: potency means the concentration at half of the fitted maximal effect; on the % scale 0 is the no-effect control and ±100 the full control effect; nearly all actives have a fitted effect of over 60% in size; inactives centre near -12
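High-throughput fluorogenic screen: 1nM USP1/UAF1 complex, Ub-Rho substrate 150nM final, 50mM HEPES pH 7.8 with 0.5mM EDTA, 0.1 mg/ml BSA, 1mM TCEP and 0.01% Tween-20.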
GLS inh = qHTS for Inhibitors of Glutaminase (GLS) | Potency, µM (series often up to 45.5 µM), inactives show at the highest dose activity change, negative = inhibition, usual class: inhibitors | GLS enzymatic activity, qHTS titration | Glutaminase kidney isoform, mitochondrial (Homo sapiens), O94925 | AID 624170, 2012 | 410,000 tested, 0.21% active; further: potency means the concentration at half of the fitted maximal effect; on the % scale 0 is the no-effect control and ±100 the full control effect
Target sequence (O94925 whole entry, looked up, canonical isoform): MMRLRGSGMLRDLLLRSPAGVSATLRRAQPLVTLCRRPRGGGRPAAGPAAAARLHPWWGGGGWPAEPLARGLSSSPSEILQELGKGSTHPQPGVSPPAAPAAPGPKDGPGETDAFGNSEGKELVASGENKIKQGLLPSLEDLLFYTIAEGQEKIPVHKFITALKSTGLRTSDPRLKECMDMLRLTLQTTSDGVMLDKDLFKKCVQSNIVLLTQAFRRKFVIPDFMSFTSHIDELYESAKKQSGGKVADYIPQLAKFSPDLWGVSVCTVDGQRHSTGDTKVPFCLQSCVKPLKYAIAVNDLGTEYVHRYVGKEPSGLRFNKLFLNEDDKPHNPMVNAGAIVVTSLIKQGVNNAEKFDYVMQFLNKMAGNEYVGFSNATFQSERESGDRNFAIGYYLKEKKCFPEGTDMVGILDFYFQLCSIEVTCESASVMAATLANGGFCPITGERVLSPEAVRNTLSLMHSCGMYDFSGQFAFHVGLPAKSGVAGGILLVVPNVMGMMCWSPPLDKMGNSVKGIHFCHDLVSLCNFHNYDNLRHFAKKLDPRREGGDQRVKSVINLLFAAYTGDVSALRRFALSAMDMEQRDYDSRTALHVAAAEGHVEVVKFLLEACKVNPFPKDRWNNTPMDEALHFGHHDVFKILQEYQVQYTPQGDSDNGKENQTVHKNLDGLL
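Coupled fluorescence readout: glutamate oxidase/HRP/Amplex Red detect glutamate formed by hKGA from L-glutamine (1 mM solution added). Buffer 45 mM KH2PO4 pH 8.2, 0.02% Tween-20; reads at t0 and 30 min RT.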
PI4K2A inh = qHTS for small molecular inhibitors of PI4K2A; purified PI4K2A, ADP-Glo luminescence, 1 h; active compounds read low; activity change, negative = inhibition, % at 76.9 µM; 420,000 tested, 0.13% active; AID 1346378, 2018; in the data active means activity change below about -50%; inconclusive means mostly about -30% to -49%;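 further: -100% = wells without enzyme as full effect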
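PI4K2A activity was measured by ADP-Glo luminescence: enzyme (4 ug/mL stock) and phosphatidylinositol (1.2 mM stock) in Tris pH 7.5/MgCl2/EGTA/Triton X-100 buffer were reacted with ATP (300 microM stock) for one hour at ambient temperature.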
Starred values were filed as active, the others as inactive; i = inactive; ? = inconclusive; · = no result given; [ ] = another dose, or the depositor's remark. Unless noted, the call rests on the fitted dose curve; in most records, active means well fitted curve in the direction sought with a large enough effect; inconclusive means small, poorly fitted or top-dose-only effect, or another doubt; inactive means no such curve, though single readings can be large; an effect the other way counts as inactive or inconclusive. A portion of the library; rates above refer to the full screens.

1	CC(C)CC(NC(=O)CCC(=O)OCC(=O)[C@@]1(O)CCC2[C@@H]3CCC4=CC(=O)C=C[C@]4(C)C3[C@@H](O)C[C@@]21C)C(=O)O (stereo partly specified)
2	COC(=O)[C@H]1C[C@@H]1[C@H](NC(=O)c1cnccn1)c1ccccc1
3	CCOc1cccc(C(=O)Nc2c(C(=O)c3ccc(OC)cc3)oc3ccccc23)c1
4	CCC(C)n1c(=N)c(C(=O)NC2CCCCC2)cc2c(=O)n3ccccc3nc21 (stereo unspecified)
5	CC(C)O/C(=N\S(=O)(=O)c1ccc(Cl)cc1)c1ccccc1
6	COc1ccc(C(=O)NCCS(=O)(=O)N2CCCCCC2)cc1
7	COCCCNC(=O)C1CCN(S(=O)(=O)c2c(C)noc2/C=C\c2ccc(OC)cc2)CC1
8	Cc1ccc(F)cc1NC(=O)COC(=O)C1CCN(c2ccc(C(F)(F)F)cn2)CC1
entry no.,1,2,3,4,5,6,7,8
Pin1 inh,-8%,2%,-1%,3%,3%,-7%,-4%,-7%
rTrxR1 inhibitor,8%,13%[57.1 µM],-7%,226%[activator],14%,17%,-21%,4%
HP1b chromo inh,37%,28%,32%[activator],32%,96%,14%,18%,34%
PGK inhibitor,-4%,-1%,-2%,i,-7%,6%,-14%,-9%
IDH1 R132H inh,-2%,-3%,-3%,12%,4%,-3%,-4%,5%
TrxR1 substrate,0%,-1%[57.1 µM],4%,·,2%,3%,8%,-4%
USP1 inh,-10%,-3%,12%,-21%,-9%,-8%,-16%,-26%
GLS inh,-8%,-12%,3%,2%,-8%,7%,·,2%
PI4K2A inh,1,5,-7,-2,-3,0,1,-7

Only HP1b chromo inh and PGK inhibitor (two entries from above):
#	SMILES	HP1b chromo inh	PGK inhibitor
8	Cc1ccc(F)cc1NC(=O)COC(=O)C1CCN(c2ccc(C(F)(F)F)cn2)CC1	34%	-9%
5	CC(C)O/C(=N\S(=O)(=O)c1ccc(Cl)cc1)c1ccccc1	96%	-7%

The list continues.
9	CCc1ccc(NC(=O)Nc2ccncc2)cc1
10	CCOC(=O)c1csc(-c2ccc3c(c2)CCO3)n1
11	Cc1ccc(NC(=O)Cn2c(=O)n(CCc3ccccc3)c(=O)c3c4c(sc32)CCCC4)c(C)c1
12	CCOP(=O)(OCC)c1nc(-c2ccc(Cl)cc2Cl)oc1N1CCCCC1
13	CN(C)S(=O)(=O)c1ccc(C(=O)Nc2nc(-c3ccccc3)c(C(=O)c3ccccc3)s2)cc1
14	O=C(COc1ccc(-n2cnnn2)cc1)Nc1ccc(F)c(F)c1F
15	CC(C)C[C@H](NC(=O)[C@@H]1Cc2ccccc2CN1)C(=O)Nc1ccc(C(C)C)cc1
16	COc1ccccc1N1CCN(/N=C/c2cccc(OC)c2O)CC1
entry no.,9,10,11,12,13,14,15,16
Pin1 inh,2%,4%,13%,0%,3%,12%,7%,4%
rTrxR1 inhibitor,17%,11%,37%,-5%[57.1 µM],-1%,6%,5%,17%
HP1b chromo inh,30%,35%,12%,14%,7%,42%[activator],10%,8%
PGK inhibitor,-8%,-1%,-2%,-2%,2%,-2%,1%,i
IDH1 R132H inh,0%,-6%,29%,-4%,-1%,15%,-9%,12%
TrxR1 substrate,6%,-3%,11%,6%[57.1 µM],-7%,-1%,-3%,0%
USP1 inh,-24%,-11%,?,-9%,-1%,-19%,-18%,-28%
GLS inh,0%,9%,-1%,12%,11%,-6%,-3%,20%
PI4K2A inh,0,9,-3,0,0,-7,-1,-5

17	O=C(COc1cc(F)ccc1[N+](=O)[O-])Nc1ccc(N2CCOCC2)cc1
18	CC(=O)OCC1OC(OC(C)=O)C(NC(=O)Cc2ccccc2)C(OC(C)=O)C1OC(C)=O (stereo unspecified)
19	Fc1cccc(NC(=S)N2CCn3cccc3C2c2cccnc2)c1 (stereo unspecified)
20	O=C1COc2ccc(C(=O)CSc3nnc(-c4cccs4)n3Cc3ccccc3)cc2N1
21	CN1C(=O)CSC1=Nc1ccc(Br)cc1
22	O=C(CN(C(=O)c1csnn1)c1ccc2c(c1)OCCO2)NCc1ccccc1
23	Cc1noc(C)c1NC(=O)Nc1ccc2c(c1)C(=O)N([C@H](C)CO)C[C@H](C)[C@@H](CN(C)S(=O)(=O)c1ccc(F)cc1)O2
24	Cc1nc(-c2nc(-c3c(C(=O)NN)noc3C)cs2)cs1
entry no.,17,18,19,20,21,22,23,24
Pin1 inh,-4%,-2%,-6%,29%,4%,-3%,-3%,-5%
rTrxR1 inhibitor,14%[57.1 µM],14%,9%[57.1 µM],8%,13%[57.1 µM],6%[57.1 µM],0%,23%
HP1b chromo inh,14%,46%[activator],-5%,28%,34%,10%,49%[activator],36%
PGK inhibitor,0%,-8%,-1%,-1%,6%,2%,-10%,1%
IDH1 R132H inh,4%,0%,3%,-1%,14%,1%,14%,-6%
TrxR1 substrate,7%[57.1 µM],0%,-3%[57.1 µM],8%,10%[57.1 µM],6%[0.0914 µM],5%,0%
USP1 inh,-16%,-20%,?,-23%,?,1%,-17%,-12%
GLS inh,-3%,-2%,1%,-3%,19%,-13%,9%,0%
PI4K2A inh,6,1,-1,3,0,1,-3,2

Two of these compounds in a different format:
Fields: Pin1 inh	rTrxR1 inhibitor	HP1b chromo inh	PGK inhibitor	IDH1 R132H inh	TrxR1 substrate	USP1 inh	GLS inh	PI4K2A inh
[20] O=C1COc2ccc(C(=O)CSc3nnc(-c4cccs4)n3Cc3ccccc3)cc2N1
  29%	8%	28%	-1%	-1%	8%	-23%	-3%	3
[21] CN1C(=O)CSC1=Nc1ccc(Br)cc1
  4%	13%[57.1 µM]	34%	6%	14%	10%[57.1 µM]	?	19%	0

Next part.
25	Cc1nc(=O)c(-c2ccccc2)c(C)n1-c1cccc(/C=C/C(=O)O)c1
26	O=C(Nc1ccc2c(c1)OCO2)C1CCN(S(=O)(=O)c2cccc3cccnc23)CC1
27	O=C(Nc1ccc(F)c(Cl)c1)NC1CC1
28	Cc1cc(C)c(CN2C(=O)c3ccccc3S(=O)(=O)c3ccc(C(=O)OCC4CCCO4)cc32)c(C)c1 (stereo unspecified)
29	Cc1c(C#N)c(NC(=O)CCl)n(Cc2ccccc2)c1C
30	CCCCCc1ccc(CC(=O)Nn2c(C)nc3ccccc3c2=O)cc1
31	NS(=O)(=O)c1ccc(NC(=O)CCC(=O)N2CCOCC2)cc1
32	C=CCNC(=S)NNc1ncnc2sc3c(c12)CC(C)(C)OC3
33	O=C(CCCCn1c(=O)c2ccccc2n(CC(=O)NC2CCCC2)c1=O)NC1CCCC1
34	CSCCC(NS(=O)(=O)c1ccccc1F)C(=O)NCC(c1ccco1)N(C)C (stereo unspecified)
entry no.,25,26,27,28,29,30,31,32,33,34
Pin1 inh,2%,-4%,-1%,5%,10%,3%,-3%,9%,0%,2%
rTrxR1 inhibitor,22%,9%[57.1 µM],12%,14%[57.1 µM],3.5µM*,2%,22%,1%[57.1 µM],18%[57.1 µM],4%[57.1 µM]
HP1b chromo inh,30%,10%,30%,11%,10%,6%,32%[57 µM],6%,48%[activator],7%[57 µM]
PGK inhibitor,·,10%,-4%,-2%,-4%,i[11.5 µM],i,-1%,-8%,i
IDH1 R132H inh,-4%,5%,-8%,27%,-6%,2%,3%,0%,16%,-1%
TrxR1 substrate,2%,8%[57.1 µM],4%,-3%[57.1 µM],12%[57.1 µM],-15%,8%,-25%[57.1 µM],7%[57.1 µM],-4%[2.29 µM]
USP1 inh,-6%,-4%,-6%,-24%,-5%,-12%,-19%,-18%,-12%,10%
GLS inh,3%,3%,-4%,-3%,-11%,-1%,1%,48%[activator],-10%,-3%
PI4K2A inh,-2,1,-5,2,34,-1,5,-14,-1,-14
